TRPC6 inh = mouse TRPC6 channel inhibition; actives 1.1% (n = 310,000); HEK293-TRPC6, membrane potential dye, ACh-evoked depolarization; stronger effect = lower value; AID 2553; Q61143; B-score at 10 µM;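 active = B-score under library mean minus 3 SD, initial fluorescence not abnormally high, positive integrated signal ratio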;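 note: B-score derived from integrated fluorescence ratio over the kinetic read; more negative B-score means stronger inhibition of depolarization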
TMEM16A inh = mouse TMEM16A channel inhibition, primary screen | Q8BHY3 | HEK293 TMEM16A/YFP iodide influx fluorescence, ionomycin | normalized B-score (activity score, 25-100; higher = stronger inhibition) at 10 µM | actives 1.2% (n = 310,000) | AID 588511;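 active = ratio plate-corrected score three or more library SD toward inhibition, starting fluorescence score within five deviations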;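 note: score derived from kinetic fluorescence span divided by baseline fluorescence per well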
MrgX1 ag = human MrgX1 receptor agonism, primary screen | B-score at 10 µM | MrgX1-HEK293 cells, Fluo-4 calcium fluorescence, agonist mode; stronger effect = higher value | actives 0.44% (n = 310,000) | Q96LB2;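 active = calcium response B-score plate-corrected fluorescence ratio at least 3 library SD, with starting fluorescence B-score inside 5 SD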
Target sequence (Q96LB2 whole entry, looked up): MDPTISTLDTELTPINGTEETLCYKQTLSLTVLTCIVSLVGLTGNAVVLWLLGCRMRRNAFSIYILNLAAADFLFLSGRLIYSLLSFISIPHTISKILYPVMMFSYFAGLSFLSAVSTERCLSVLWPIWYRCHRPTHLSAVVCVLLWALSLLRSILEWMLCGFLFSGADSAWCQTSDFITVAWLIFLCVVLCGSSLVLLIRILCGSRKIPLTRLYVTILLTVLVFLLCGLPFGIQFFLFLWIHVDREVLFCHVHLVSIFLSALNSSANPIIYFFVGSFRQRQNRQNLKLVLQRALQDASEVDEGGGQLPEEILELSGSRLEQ
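Material: MrgX1-expressing HEK293 cells / Dosing: compound as first of three additions / Incubation: overnight seeding, then 1 h dark dye loading / Signal: Fluo-4 NW calcium fluorescence / Evaluation: B-scored fluorescence response ratio / Benchmarks: positive and negative control wells on each plate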
HDAC3 inh = blocks human histone deacetylase 3 | O15379 | recombinant HDAC3, fluorogenic peptide/trypsin coupled, fluorescence | inhibition, % at 8.3 µM | actives 0.15% (n = 320,000); in the data active = inhibition above about 26%, passing the limit was not always enough; inconclusive = no clear call, values can overlap the other calls
Target sequence (O15379 whole entry, looked up): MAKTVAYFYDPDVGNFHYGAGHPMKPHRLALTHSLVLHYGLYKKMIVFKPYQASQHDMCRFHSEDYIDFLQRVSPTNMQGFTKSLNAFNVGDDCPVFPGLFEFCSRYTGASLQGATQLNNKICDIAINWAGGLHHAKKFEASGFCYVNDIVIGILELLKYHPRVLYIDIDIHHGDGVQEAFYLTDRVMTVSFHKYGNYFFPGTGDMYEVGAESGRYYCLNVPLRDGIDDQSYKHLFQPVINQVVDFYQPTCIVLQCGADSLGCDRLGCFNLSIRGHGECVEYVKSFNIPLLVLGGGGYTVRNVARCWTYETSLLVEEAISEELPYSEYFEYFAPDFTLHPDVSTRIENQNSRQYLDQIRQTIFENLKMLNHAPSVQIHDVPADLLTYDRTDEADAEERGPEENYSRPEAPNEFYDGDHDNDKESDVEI
MrgX1 antagonist = human MrgX1 receptor antagonism, primary screen; MRGX1-HEK293 calcium flux, Fluo-4, BAM8-22 antagonism; stronger effect = lower value; B-score at 10 µM; actives 1.3% (n = 310,000); AID 588676;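 active = calcium-response B-score plate-corrected more than 3 library SD below zero, starting fluorescence within 5 deviations, no agonist response on first addition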;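 note: peak minus trough fluorescence over baseline after final BAM8-22 challenge near maximal dose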
RGS4 pot = RGS4 potentiation or activation. actives 0.92% (n = 310,000). B-score at 10 µM. HEK293 M3R/inducible RGS4, carbachol calcium flux Fluo4; stronger effect = lower value;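 active = B-score of the integrated calcium signal more than 4 SD below the library mean, with starting fluorescence not abnormally high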;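 note: negative B-score means reduced calcium response which marks RGS4 activation or potentiation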
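Reagent: ECmax carbachol challenge; Test system: M3R-expressing HEK293 line, RGS4 induced by doxycycline; Schedule: overnight RGS4 induction, 30 min dye load 37 °C, 20 min compound RT; Detection: calcium dye Fluo4 fluorescence; Read-out: Agonist-evoked peak-minus-minimum fluorescence over baseline, integrated ratio, B score.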
RGS4 inh = human RGS4 inhibition; P49798; HEK293 M3R/RGS4 inducible, Fluo-4 calcium flux; stronger effect = higher value; triggered by carbachol at its EC20; B-score at 10 µM; actives 0.45% (n = 310,000); AID 463165;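 active = B-score, a plate-corrected calcium signal, over three deviations above library mean, with baseline fluorescence within five deviations of library mean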;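 note: RGS4 expression induced by doxycycline in cells with stable M3 receptor; B-score is computed from the integrated fluorescence ratio over baseline after carbachol; higher B-score means a larger calcium signal and so more RGS4 inhibition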
Target sequence (P49798 whole entry, looked up): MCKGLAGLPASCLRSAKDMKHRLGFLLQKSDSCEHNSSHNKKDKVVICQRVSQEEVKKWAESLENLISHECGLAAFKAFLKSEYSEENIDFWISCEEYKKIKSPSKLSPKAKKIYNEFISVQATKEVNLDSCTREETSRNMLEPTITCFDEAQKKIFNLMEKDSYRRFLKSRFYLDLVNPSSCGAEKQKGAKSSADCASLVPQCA
ANO1 activ = activators or potentiators of mouse TMEM16A chloride channel; B-score at 10 µM; Q8BHY3; HEK293 TMEM16A/YFP-H148Q/I152L, iodide quench fluorescence; stronger effect = lower value; actives 0.3% (n = 340,000); AID 623877;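 active = fluorescence-ratio B-score plate-corrected deviation score at least 3 library SD below zero, with starting fluorescence score within 5 deviations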;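 note: channel opened by trigger with iodide after compound preincubation; score built on the fluorescence ratio of max minus min over baseline; more negative score means more quench and so TMEM16A activation or potentiation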
SKKanGAS inh = blocks kanamycin growth of S. pyogenes SKKanGAS strain | BacTiter-Glo, 6 h | AID 1662 | actives 1.3% (n = 300,000) | inhibition, % at 7.5 µM;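 active = mean replicate score, as percent of positive control median, at least 50; inconclusive = mean below 50 but one replicate at or above 50; inactive = mean and every replicate below 50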;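 note: strain carries kanamycin resistance gene driven by streptokinase promoter and grows in 40 µg/ml kanamycin; loss of luminescence reflects streptokinase promoter inhibition or plain growth inhibition; 0% = median of DMSO wells and 100% = positive control at its reference dose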
TRPC6 act = mouse TRPC6 channel activation. Q61143. HEK293-TRPC6 membrane potential dye fluorescence; stronger effect = higher value. B-score at 10 µM. actives 0.13% (n = 310,000). AID 2550;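 active = B-score of the integrated fluorescence ratio above library mean plus 3 SD, and starting fluorescence ratio within library mean plus 5 SD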;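 note: higher score means more depolarization so channel activation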
MrgX1 PAM = human MrgX1 positive allosteric modulation, primary screen | actives 0.63% (n = 310,000) | MrgX1-HEK293, Fluo-4 calcium flux, FDSS; stronger effect = higher value | B-score at 10 µM | Q96LB2;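 active = plate-corrected calcium response at least 3 library SD above typical, normal starting fluorescence, not activating the receptor alone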;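 note: compound read alongside a low EC10 to EC30 dose of BAM8-22 agonist; peak minus trough fluorescence over baseline measured at the second addition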
The depositor's hits bear a star; i = inactive; ? = inconclusive; nt = no result given.

Values run as follows: TRPC6 inh, TMEM16A inh, MrgX1 ag, HDAC3 inh, MrgX1 antagonist, RGS4 pot, RGS4 inh, ANO1 activ, SKKanGAS inh, TRPC6 act, MrgX1 PAM
> Cc1ccc(NC(=O)CSc2ccccc2NC(=O)c2ccccc2Cl)cc1Cl
    i, i, i, 11, i, i, i, i, 30, i, i
> CCOc1ccc(C(=O)Nc2nncs2)cc1OCC
    i, i, i, 0, i, i, i, nt, -5, i, i
> O=C(CN1CCOCC1)Nc1cc([N+](=O)[O-])ccc1Cl
    i, i, i, 8, i, i, i, i, -6, i, i
> CCOc1ccccc1C(=O)Nc1ccc(C(=O)c2ccccc2)cc1
    i, i, i, 5, i, i, i, i, 4, i, i
> CCC1(c2ccccc2)NC(=O)N(Cc2cccc([N+](=O)[O-])c2)C1=O (stereo not drawn)
    i, i, i, -1, i, i, i, i, -5, i, i
> O=[N+]([O-])c1ccc(O)c(CSc2nnnn2-c2ccccc2)c1
    i, 100*, i, -7, i, i, i, i, 1, i, i
> CCn1c(=N)n(CC(=O)c2cccc(OC)c2)c2ccccc21
    i, i, i, 1, i, i, i, i, -8, i, i
> N#Cc1ccsc1NC(=O)C1CCCN1S(=O)(=O)c1cccs1 (stereo not drawn)
    i, i, i, 3, i, i, i, i, 1, i, i
> COc1ccc(C(=O)Nc2cc(C)nn2-c2nc3ccccc3[nH]2)c(OC)c1
    i, i, i, 0, i, i, i, i, 36, i, i
> Nc1nc(SCC(=O)NCCCO)nc2sc3c(c12)CCC3
    i, i, i, -1, i, i, i, i, -9, i, i
> CC(NC(=O)CSc1nnc(-c2cc3cc(Cl)ccc3o2)n1C)c1ccccc1 (stereo not drawn)
    i, i, i, 0, i, i, i, i, -6, i, i
> N#CCCN(/N=C/c1cccnc1)C1=NS(=O)(=O)c2ccccc21
    i, i, i, 2, i, i, i, i, -3, i, i
> O=C(NCc1ccccc1)c1c[nH]c2cc3c(cc2c1=O)OCCO3
    i, i, i, -6, -5.5*, i, i, i, -13, i, i
> Cc1cccc(C(=O)Nc2scc(-c3ccc(Br)cc3)c2C(=O)O)c1
    i, i, i, -10, i, i, i, i, 89*, i, i
> CN(C)/C(=N\OC(=O)c1ccccc1)c1nonc1N
    i, i, i, nt, i, i, i, i, -5, i, i
> CN1CCN(NC(=S)Nc2ccccc2)CC1
    i, i, i, -7, i, i, i, i, -4, i, i
> Cc1occc1C(=O)N1CCN(S(C)(=O)=O)CC1
    i, i, i, 0, i, i, i, i, -1, i, i
> COc1ccc(C)cc1S(=O)(=O)N(C)CC(=O)N1CCCCCC1
    i, i, i, -1, i, i, i, i, 2, i, i
> Cc1ccc(S(=O)(=O)N2CCC(C(=O)NNC(=O)c3ccccc3)CC2)cc1
    i, i, i, 1, i, i, i, i, -1, i, i
> Cc1nc(N)sc1C(=O)N/N=C/c1ccc([N+](=O)[O-])cc1
    i, i, i, -6, i, i, i, i, -2, i, i
> O=C(Nc1ccc(F)cc1)c1oc2ccccc2c1NC(=O)C1CCCC1
    i, i, i, -3, i, i, i, i, 13, i, i
> CCOC(=O)C1=C(C)N(C)C(C)=C(C(=O)OCC)C1c1ccc(Cl)cc1
    i, i, i, ?, i, i, i, i, -4, i, i
> CCCCCCCC(=O)N/N=C(/C)c1c(O)cc(C)oc1=O
    i, i, i, -1, i, i, i, i, 0, i, i
> COC(=O)CSc1nc2ncc(Cl)cc2[nH]1
    i, i, i, -3, i, i, i, i, -3, i, i
> COc1ccc(OC)c(Nc2nc(NCc3ccco3)c3ccccc3n2)c1
    i, i, i, 4, i, i, i, i, -2, i, i
> COc1cccc2c1OC1(C)CC2NC(=O)N1c1cccc(C(=O)N2CCN(c3ccccn3)CC2)c1 (stereo not drawn)
    i, i, i, 0, i, i, i, i, -4, i, i
> COc1ccc(C2COC(=O)C2=N)c(NC(=O)c2ccccc2)c1 (stereo not drawn)
    i, i, i, -1, i, i, i, i, 6, i, i
> COc1ccc(CN2CCN(CC3CC3)CC2CCO)c(C)c1C (stereo not drawn)
    i, i, i, 1, i, i, i, i, 4, i, i
> COC(=O)[C@H](C)NC(=O)Nc1ccc(Oc2ccccc2)cc1
    i, i, i, -5, i, i, i, i, 0, i, i
> CCOc1ccc2[nH]cc(C(=O)NCc3ccc(F)cc3)c(=O)c2c1
    i, i, i, 2, i, i, i, i, -18, i, i
> COc1ccc2oc(C(=O)NC3CCCCC3)c(C)c2c1
    i, i, i, -5, i, i, i, i, 1, i, i
> Cc1ccccc1NS(=O)(=O)c1cccc2nsnc12
    i, i, i, -10, i, i, i, i, -1, i, i
> COc1cccc(N2CCN(c3c(C#N)c(C(F)(F)F)nn3C)CC2)c1
    i, i, i, 2, i, i, i, i, 8, i, i
> COc1ccc(NC(=O)C/C(C)=N/NC(=O)c2cccs2)c([N+](=O)[O-])c1
    i, i, i, -7, i, i, i, i, 3, i, i
> CCCn1c(=S)[nH]c2cc(C(=O)N3CCN(c4ccccc4OC)CC3)ccc2c1=O
    i, i, i, -9, i, i, i, i, 8, i, i
> Cc1ccc(Cn2nnc3c(=O)[nH]c(C4CCN(C(=O)Cc5cccs5)CC4)nc32)cc1
    i, i, i, 0, i, i, i, i, -2, i, i
> COc1ccccc1N1CCN(C(c2ccccc2Cl)c2nnnn2C(C)(C)C)CC1 (stereo not drawn)
    nt, 100*, i, 5, i, nt, nt, i, nt, nt, i
> Cc1cc(NC(=O)CCC(=O)N(CCC(C)C)CC(=O)NCC2CCCO2)no1 (stereo not drawn)
    i, i, i, 0, i, i, i, i, -1, i, i
> CCC(=O)Nc1ccc(C(=O)Cn2ncc(Cl)c(Cl)c2=O)cc1
    i, i, i, nt, i, i, i, i, -6, i, i
> Cc1ccc(C(=O)Nc2ccc(C(=O)N3CCCCC3)cc2)cc1
    i, i, i, -1, i, i, i, i, 4, i, i

Quoted at random: 2 entries already listed, in no set order.
Values run as follows: TRPC6 inh, TMEM16A inh, MrgX1 ag, HDAC3 inh, MrgX1 antagonist, RGS4 pot, RGS4 inh, ANO1 activ, SKKanGAS inh, TRPC6 act, MrgX1 PAM
> COc1ccc2oc(C(=O)NC3CCCCC3)c(C)c2c1
    i, i, i, -5, i, i, i, i, 1, i, i
> COc1ccccc1N1CCN(C(c2ccccc2Cl)c2nnnn2C(C)(C)C)CC1 (stereo not drawn)
    nt, 100*, i, 5, i, nt, nt, i, nt, nt, i

Further structures follow:
Values run as follows: TRPC6 inh, TMEM16A inh, MrgX1 ag, HDAC3 inh, MrgX1 antagonist, RGS4 pot, RGS4 inh, ANO1 activ, SKKanGAS inh, TRPC6 act, MrgX1 PAM
> COc1cc(OC)cc(C(=O)NC(=S)N2CCN(c3ccc(C(F)(F)F)cc3[N+](=O)[O-])CC2)c1
    i, i, i, 0, i, i, i, i, 87*, i, i
> O=C(Nc1ccc2oc(-c3ccccc3F)nc2c1)c1ccccc1F
    i, i, i, -2, i, i, i, i, 5, i, i
> CCOC(=O)Cc1csc(NC(=O)NC2(C(F)(F)F)Oc3ccccc3O2)n1
    i, i, i, 8, i, i, i, i, 5, i, i
> CCCc1cc(C(N)=O)c(NC(=O)c2ccco2)s1
    i, i, i, -2, i, i, i, i, -4, i, i
> C=CCN1C(=O)C(Cc2ccc(OCC)cc2)S/C1=N\N=C\c1cccs1 (stereo not drawn)
    i, i, i, -3, i, i, i, i, -2, i, i
> NNC(=O)CNc1cccc(Cl)c1
    i, i, i, 5, i, i, i, i, 0, i, i
> Cn1nc(C(C)(C)C)cc1NC(=O)Nc1ccc(F)cc1F
    i, i, i, 0, i, i, i, i, 1, i, i
> O=C(CSc1nnc(-c2ccc(Cl)cc2)n1-c1ccc(Cl)cc1)N/N=C/c1ccco1
    i, i, i, 4, i, i, i, i, 5, i, i
> Nc1cccc(Oc2ccc3c(c2)C(=O)NC3=O)c1
    i, i, i, 1, i, i, i, i, 1, i, i
> CCC(SC1=NCCS1)C(=O)Nc1ccc(S(N)(=O)=O)cc1 (stereo not drawn)
    i, i, i, -1, i, i, i, i, -5, i, i
> N#Cc1cc([N+](=O)[O-])ccc1Oc1cccc(/C=N/NC(=O)c2cccc(Cl)c2)c1
    i, i, i, 8, i, i, i, i, 14, i, i
> Cc1cc(Br)c(NC(=O)COC(=O)C2CC2C)c(Br)c1 (stereo not drawn)
    i, i, i, -8, i, i, i, i, 9, i, i
> O=C(COC(=O)c1ccc2ccccc2n1)c1ccc(F)cc1
    i, i, i, -8, i, i, i, i, -4, i, i
> CCC(C)c1ccc(NC(=O)c2ccco2)cc1 (stereo not drawn)
    i, i, i, 2, i, i, i, i, -3, i, i
> COc1cc(C(C)=O)ccc1OCC(=O)N(CCC1=CCCCC1)c1c(N)n(Cc2ccccc2)c(=O)[nH]c1=O
    i, i, i, -4, i, i, i, i, 3, i, i
> O=C(O)C1C2C=CC(O2)C1C(=O)NCCCn1ccnc1 (stereo not drawn)
    i, i, i, 0, i, i, i, nt, -4, i, i
> Cc1ccc(S(=O)(=O)N2CCCC2C(=O)n2nc(C)cc2C)cc1 (stereo not drawn)
    i, i, i, nt, i, i, i, i, -5, i, i
> C=C1CCN(C(C)C(=O)O)S(=O)(=O)c2ccccc21 (stereo not drawn)
    i, i, i, 8, i, i, i, i, 0, i, i
> Cc1ccc(N(CC(=O)NCC2CCCO2)S(C)(=O)=O)cc1Cl (stereo not drawn)
    i, i, i, 0, i, i, i, i, 0, i, i
> CC(C)CCOCC(=O)Oc1ccccc1C(=O)O
    i, i, i, -11, i, i, i, i, -1, i, i
> c1coc(-c2nc(-c3ccncc3)no2)c1
    i, i, i, 3, i, i, i, i, 4, i, i
> Cc1ccc(-n2c(C(C)n3nc(C)c([N+](=O)[O-])c3C)n[nH]c2=S)cc1 (stereo not drawn)
    i, i, i, 5, i, i, i, i, -4, i, i
> CC1(C)Cc2nc(N)c(C(=O)NCCO)cc2CO1
    i, i, i, -41, i, i, i, i, -2, i, i
> Cc1ccc2c(c1)N(CC(=O)NC(C)CCc1ccccc1)C(=O)c1cccnc1O2 (stereo not drawn)
    i, i, i, 2, i, i, i, i, 0, i, i
> C=CCn1c(=S)[nH]c2nc3c(cc2c1=O)CCCC3
    i, i, i, -3, i, i, i, i, -6, i, i
